Screening results: PubChem, The Scripps Research Institute Molecular Screening Center
OX1R antag-1 – blocks the human orexin 1 receptor. O43613. OX1R-expressing cells, FRET antagonist read-out. inhibition, % at 6.6 µM. hit rate 1.8% among 330,000. AID 485270; in the data active = inhibition mostly above about 38%, no sharp cut-off; inactive = mostly below about 40%;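 note: 0% = agonist challenge alone and 100% = reference antagonist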
Target sequence (O43613 whole entry, looked up): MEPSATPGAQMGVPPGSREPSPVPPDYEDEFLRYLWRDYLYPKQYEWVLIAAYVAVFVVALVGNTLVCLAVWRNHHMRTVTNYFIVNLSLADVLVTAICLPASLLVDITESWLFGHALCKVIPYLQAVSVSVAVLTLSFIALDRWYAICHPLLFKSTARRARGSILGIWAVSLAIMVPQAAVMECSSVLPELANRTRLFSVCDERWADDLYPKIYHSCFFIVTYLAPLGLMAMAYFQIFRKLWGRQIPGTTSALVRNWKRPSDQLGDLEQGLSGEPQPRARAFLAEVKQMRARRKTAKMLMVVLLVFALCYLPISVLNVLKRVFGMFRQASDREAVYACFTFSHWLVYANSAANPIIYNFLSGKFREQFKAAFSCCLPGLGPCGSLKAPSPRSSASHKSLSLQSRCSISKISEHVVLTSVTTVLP
OX1R antag-2 – antagonists of human orexin 1 receptor | O43613 | CHO/OX1R cells, Fluo-8 calcium fluorescence, orexin A | inhibition, % at 5 µM | hit rate 0.43% among 330,000 | AID 434989;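 active = inhibition above its plate's threshold, mean inhibition of all tested compounds on the plate plus 3 SD, cut at about 37% in these data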;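 note: 0% = orexin A challenge wells and 100% = SB-334867-A antagonist wells; not every result past the cut was called active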
An asterisk follows results filed as active.

SMILES	OX1R antag-1	OX1R antag-2
CC(=O)CCC1CC(c2ccc(Cl)cc2)=NO1 (configuration not stated)	20	-18
O=C(NCc1ccccn1)c1n[nH]c2ccccc12	22	-13
O=C(OC1CCCCC1=O)c1cccc(S(=O)(=O)NCc2ccccc2)c1 (configuration not stated)	22	-12
Cc1nnsc1Sc1ccccc1	25	-15
CC(C)NC(=O)c1ccccc1NC(=O)CN(c1ccc2c(c1)OCO2)S(C)(=O)=O	7	-24
CCCCN(CC)Cc1ccc(CNC(=S)Nc2cccc(F)c2)o1	21	-25
COc1cccc(C(=O)NC2CC3CCC(C2)N3Cc2ccccc2)c1 (configuration not stated)	3	-13
Cc1[nH]c(C)c(S(=O)(=O)N2CCN(c3ccccc3F)CC2)c1C(=O)N1CCCCC1	2	-19
O=C(NCC(=O)N(c1cnc2ccccc2c1)C(C(=O)NC1CCCC1)c1ccncc1)c1ccco1 (configuration not stated)	13	-19
CCOC(=O)CCCNC(=O)c1cncc(Br)c1	9	-4
CNc1c(NS(=O)(=O)c2ccc(OC)c(Cl)c2)c(=O)oc2ccccc12	16	-20
Cc1ccc(S(=O)(=O)Nc2cccc3c2O[C@H](CN(C)C(=O)Nc2ccc(C(F)(F)F)cc2)[C@@H](C)CN([C@H](C)CO)C3=O)cc1	13	32
Cc1c(C(=O)O)[nH]c2c1C(=O)CC(c1ccc(Cl)cc1)C2 (configuration not stated)	9	-9
COc1ccc(CNc2ncnc3c2[nH]c2ccccc23)cc1	52*	26
O=C(NCC1CCOCC1)c1cc(COc2cccc(C(F)(F)F)c2)on1	-3	-4
O=c1cc(Cl)c(-c2ccccc2)nn1Cc1ccc(Cl)cc1	8	-29
Cc1ccc(C)c(OCCC(=O)Nc2cc(S(=O)(=O)N3CCCCC3)ccc2C)c1	-4	-24
O=C(CNC(=O)c1ccccc1F)Nc1ccccc1C(F)(F)F	9	10
O=c1[nH]c(CSc2nnc(-c3ccccc3)n2-c2ccccc2)nc2ccccc12	9	-14
COc1cccc(NC(=O)N2CCCCCC2)c1	15	7

In a second layout: entries from further up
smiles: Cc1ccc(S(=O)(=O)Nc2cccc3c2O[C@H](CN(C)C(=O)Nc2ccc(C(F)(F)F)cc2)[C@@H](C)CN([C@H](C)CO)C3=O)cc1
  OX1R antag-1: 13	OX1R antag-2: 32

smiles: Cc1c(C(=O)O)[nH]c2c1C(=O)CC(c1ccc(Cl)cc1)C2 (configuration not stated)
  OX1R antag-1: 9	OX1R antag-2: -9

smiles: COc1ccc(CNc2ncnc3c2[nH]c2ccccc23)cc1
  OX1R antag-1: 52*	OX1R antag-2: 26

Remaining list, next part:
SMILES	OX1R antag-1	OX1R antag-2
COc1cc(C(=O)Nc2ccncc2)cc(OC)c1OC	24	-5
O=C(Cn1nc(C(=O)O)c2ccccc2c1=O)Nc1cc(Cl)cc(Cl)c1	41*	19
O=C(NNC(=O)c1cc(S(=O)(=O)N2CCCCC2)ccc1Cl)c1ccccc1O	8	-19
CCN(C[C@H]1N[C@@](Cc2ccccc2)(C(=O)OC)[C@H]2C(=O)N(Cc3ccccc3)C(=O)[C@@H]12)S(=O)(=O)c1ccccc1	10	-13
CC(C)(C)c1ccc(OCc2ccc(C(=O)N/N=C/c3ccc([N+](=O)[O-])cc3)o2)cc1	9	-18
CCCC(C(=O)Nc1ccc(S(=O)(=O)Nc2ncccn2)cc1)c1ccccc1 (configuration not stated)	20	-4
Cn1c(SCC(=O)c2ccc(F)cc2)nc2cccnc21	9	-26
O=C(NCCCNC(=O)c1cnccn1)c1ccc(Cl)c(Cl)c1	11	-7
CN(C)S(=O)(=O)c1ccc(Cl)c(NC(=O)CN2C(=O)NC3(CCc4ccccc43)C2=O)c1 (configuration not stated)	1	-21
Cc1nn(Cc2c(F)c(F)c(F)c(F)c2F)c(C)c1NC(=O)c1ccnn1C	8	-6

Next section, overlapping the part above by 2 compounds.
SMILES	OX1R antag-1	OX1R antag-2
CN(C)S(=O)(=O)c1ccc(Cl)c(NC(=O)CN2C(=O)NC3(CCc4ccccc43)C2=O)c1 (configuration not stated)	1	-21
Cc1nn(Cc2c(F)c(F)c(F)c(F)c2F)c(C)c1NC(=O)c1ccnn1C	8	-6
CCOc1ccc(-c2c[n+]3c(n2-c2ccccc2)CCCCC3)cc1	12	-19
CCn1c(SCC(=O)Nc2nc(C)cs2)nnc1-c1ccco1	14	-7
O=C(c1cccnc1)N1CCC(Oc2ccc(C(=O)N3CCCCO3)cc2)CC1	10	6
Cc1cc(NC(=O)CSc2nc(-c3ccco3)cc(C(F)(F)F)n2)no1	30	-16
COc1ccc(-n2ncc3c(NCCN4CCOCC4)ncnc32)cc1	12	-3
O=[N+]([O-])c1cccc(S(=O)(=O)N2CCC(c3nc(-c4ccncc4)no3)CC2)c1	2	-10
Cn1c(=O)c2c(SCC(=O)N3CCOCC3)nc(C3CC3)nc2n(C)c1=O	4	-18
CCn1ccnc1CNCc1cn(-c2cc(C)ccc2C)nc1-c1ccccc1	9	-25
CCOc1ccc(C(=O)N(CN2CCCC2=O)c2cccc(Cl)c2)cc1	26	-25
CC1N=C2c3ccccc3N=C(SCc3cc(=O)n4cc(Cl)ccc4n3)N2C1=O (configuration not stated)	30	-21

Five entries from above, sorted by heavy-atom count, descending.
SMILES	OX1R antag-1	OX1R antag-2
O=C(c1cccnc1)N1CCC(Oc2ccc(C(=O)N3CCCCO3)cc2)CC1	10	6
Cn1c(=O)c2c(SCC(=O)N3CCOCC3)nc(C3CC3)nc2n(C)c1=O	4	-18
Cc1cc(NC(=O)CSc2nc(-c3ccco3)cc(C(F)(F)F)n2)no1	30	-16
CCOc1ccc(-c2c[n+]3c(n2-c2ccccc2)CCCCC3)cc1	12	-19
CCn1c(SCC(=O)Nc2nc(C)cs2)nnc1-c1ccco1	14	-7

Remaining list, next part:
SMILES	OX1R antag-1	OX1R antag-2
COc1cc(/C=N/Nc2ccc(F)cc2F)cc(OC)c1OC	1	-17
CCN1CCN(c2ccc(NC(=O)COc3ccc([N+](=O)[O-])cc3)cc2)CC1	35	-7
N/C(Cc1ccc([N+](=O)[O-])cc1)=N\OC(=O)c1ccc(Br)o1	6	-10
Cc1nc(=O)c(-c2ccccc2)c(C)n1CCCCCC(=O)O	16	1
CCC(C)(C)NC(=O)CN(Cc1ccco1)C(=O)CCC(=O)Nc1nccs1	1	-18
CN1CCN(C(=O)c2cc(Cl)ccc2Cl)CC1	34	-17
C=CCOC(=O)C1=C[C@H](c2csc3ccccc23)[C@@H](CCCO)[C@H](OCC)O1	39	-35
CCc1ccc(C2=NN(CCC(=O)NCC3CCCO3)C(=O)CC2)cc1 (configuration not stated)	-7	-10
O=C(Cc1csc(N2CCOCC2)n1)N/N=C/c1ccc(Cl)cc1Cl	14	-21
CC1CCN(C(=O)c2ccc(CSc3nc4ccncc4n3Cc3ccc(F)cc3)cc2)CC1	16	-44
CC(=O)n1nc(-c2ccco2)nc1N	17	-2
COc1cccc(CNC(=O)CSc2nnc3c(n2)[nH]c2ccccc23)c1	37	-12
COc1ccc(CCNC(=O)NCCc2c[nH]c3ccccc23)cc1OC	11	-5
COc1ccc(-n2nc([N+](=O)[O-])c(=NCc3ccco3)n2O)cc1	43	1
COc1ccc(Nc2nc(-c3sc(C)nc3C)cs2)cc1	23	-25
COc1ccc(CC(=O)Nc2ccncc2Cl)cc1	30	18
O=c1c2ccccc2n(Cc2ccc(Cl)cc2)c(=O)n1Cc1ccco1	29	-24
Cc1ccc(-n2c(Cn3c(C)nc4ccccc43)n[nH]c2=S)cc1	2	0
CCN(CC)CCC(c1cc(OC)c(OC)c(OC)c1)c1c(O)cc(OC)cc1OC (configuration not stated)	18	-18
CCc1ccc(OCC(=O)Nc2ncc3c(n2)CC(C)(C)CC3=O)cc1	14	-15
COc1nc(-c2ccccc2)cc(-c2ccc(OC)c(OC)c2)n1	2	-39
CCOCC(=O)N1CCc2ccccc21	24	-8
CCN1CCN(C(=O)c2ccc3c(c2)N(Cc2ccccc2)C(=O)c2ccccc2S3(=O)=O)CC1	7	-43
Cc1ccc(C(=O)CCS(=O)(=O)c2ccc(Br)cc2)cc1	9	-18
CCC(C)[C@H]1CN=C(N)N1CCc1cccc(F)c1 (some centres not stated)	9	2
COc1ccc(CNC(=O)CC2C(=O)NCCN2CC(C)(C)C)c(OC)c1 (configuration not stated)	9	-6
CCN(CC(=O)Nc1c(F)cccc1F)C(=O)CCN1C(=O)c2cccc([N+](=O)[O-])c2C1=O	28	-19
Cc1cccc(OCCSCc2nc3ccccc3[nH]2)c1	32	-7
CCOC(=O)C1CCN(C(=O)Cn2nc(C)n3c(cc4cc(F)ccc43)c2=O)CC1	3	-27
Fc1ccccc1-c1cc2cc3c(cc2cn1)OCO3	66*	38
O=C(Nc1nc2n(n1)C(c1ccc(Cl)cc1)CC(c1ccc(Cl)cc1)N2)c1ccco1 (configuration not stated)	2	-25
Cc1ccc(NC(=O)CCCn2c(=S)[nH]c3ccsc3c2=O)cc1C	19	-21
Cn1c2ccccc2c2c(C(=O)N3CCN(c4ccccn4)CC3)cn(C3CCCC3)c(=O)c21	32	-26
Cc1nn(C)c(C)c1C(C)NC(=O)c1cc(COc2ccc(F)c(F)c2)on1 (configuration not stated)	21	-4
Clc1cnc(N/N=C/c2ccncc2)c(Cl)c1	29	-12
O=C(CSc1ccc(-c2ccco2)nn1)NCc1ccc(F)cc1	17	-7
O=C(CC1NCCNC1=O)OCCCc1ccccc1 (configuration not stated)	9	-9
CC1CCCN(S(=O)(=O)c2ccc(C(=O)Nc3nnc(C4=COCCO4)o3)cc2)C1 (configuration not stated)	22	1
CCCn1c(SCC(=O)N2N=C3/C(=C/c4ccc(OC)cc4)CCCC3C2c2ccc(OC)cc2)n[nH]c1=O (configuration not stated)	-14	11
Cc1cc2c3c(c1C)C(=O)C(=O)N3C(C)(C)CC2C (configuration not stated)	16	-23
Cc1cccc(-c2c3c(=O)n(C)c(=O)n(C)c3cn2C(C)(C)C)c1	9	-17
CC(=O)c1cc(-c2ccccc2)n(CC(=O)N2CCCC2)c1C	10	-1
CCC(C)N(C(=O)COC(=O)COc1c(C)cc(C)cc1C)C1CCS(=O)(=O)C1 (configuration not stated)	22	-20
Cc1cc(C)nc(Nc2nc(-c3ccccc3)cs2)n1	19	-21
Cc1cc(NC(=O)c2cc(-c3ccco3)on2)nn1Cc1ccc(Cl)cc1	15	-4
NS(=O)(=O)c1ccc(CCNC(=O)c2ccc(Cl)c(S(=O)(=O)NCc3ccco3)c2)cc1	9	-2
CC1CCN(S(=O)(=O)c2ccc(NC(=O)CN3CCCC(C)C3)cc2)CC1 (configuration not stated)	5	-5
Cc1ccc(Cn2c([N+](=O)[O-])cnc2C)cc1	10	7
O=[N+]([O-])c1ccc(Sc2n[nH]c(-c3ccco3)n2)nc1	42	-23
CCN(CCn1cccn1)C(=O)CCc1nnc(-c2ccccc2)o1	9	-5

(listing goes on)
SMILES	OX1R antag-1	OX1R antag-2
Cc1ccc(NC(=O)N2CCC(C(=O)NCC(C)C)CC2)cc1	7	-12
O=C(Cn1ccc([N+](=O)[O-])n1)NCc1cccs1	9	6
COc1ccc(/C=C/C(=O)c2cc(Br)ccc2OC(=O)c2ccco2)cc1OC	9	-13
COc1cccc(NC(=O)c2nn(-c3ccc(OC)cc3OC)c(=O)c3ccccc23)c1	5	-26
COc1cccc(CSc2nnc(-c3ccncc3)n2C)c1	2	-3
Cc1[nH]n(C(N)=S)c(=O)c1N=Nc1ccc(S(=O)(=O)N2CCCCCC2)cc1	10	-6
CCn1c(SCC(=O)N2CCC(C)CC2)nc2c(c1=O)SC(C)C2 (configuration not stated)	25	-28
Cc1nc2ccc(S(=O)(=O)Nc3ccc(-c4nc5cccnc5s4)cc3)cc2s1	4	-37
CCCOc1ccc(C(=O)NNC(=S)NC(C)=O)cc1	15	-10
Cc1ccccc1S(=O)(=O)Cc1ccc(C(=O)NC(C)c2ccccc2)o1 (configuration not stated)	26	-17
Cc1ccc2[nH]c(=O)c(CN(CCCN(C)C)C(=O)Nc3ccc(Cl)cc3)cc2c1	7	-33
Cc1cc(C)n(C(=O)CN(C)S(=O)(=O)c2ccc([N+](=O)[O-])cc2)n1	31	-18
COCCCN1C(=O)C(=O)/C(=C(/O)c2ccc(S(=O)(=O)N3CCCCC3)cc2)C1c1ccc(O)c(OC)c1 (configuration not stated)	15	-2
Cc1nccn1-c1cc(C(C)(C)C)nc2c(-c3ccccc3)cnn12	11	-26
Cn1nc(-c2ccccc2)c(C(=O)Nc2ccc(C(F)(F)F)cc2)c1Cl	7	-9
Cn1nc(C(F)(F)F)c(C(=O)Nc2cccc(C(F)(F)F)c2)c1SCc1ccc(Cl)cc1	28	39
CC(=O)c1c(C)[nH]c(C(=O)CSc2nc3ccccc3c(=O)n2CCCO)c1C	1	28
COC(=O)CCN(C(C)=O)c1ccc(N)cc1	22	-9
O=C1C2CC=CCC2C(=O)N1c1ncn[nH]1 (configuration not stated)	0	-2
COc1ccc(C(=O)OCC(=O)Nc2ccc(OC(F)F)cc2)c(OC)c1	13	-8
CNC(=O)NC(=O)COC(=O)c1ccc(-n2c(C)ccc2C)cc1	14	-15
